PrPC TRFRET = reduces human prion protein on the cell surface | P04156 | cell surface PrPC, TR-FRET read-out | inhibition, % at 13.8 µM | 370,000 compounds, 0.43% hits | AID 720596; in the data active = inhibition above about 24%; also: 0% = median of the test wells and 100% = reference compound wells
CCHFV vOTU inh = CCHFV vOTU protease inhibition; Pep-AMC fluorescence; AID 651958; 370,000 compounds, 0.55% hits; inhibition, % at 11.5 µM; in the data active = inhibition above about 30%; also: 0% = vehicle wells with enzyme and 100% = no enzyme wells
TcdB GH inh = TcdB glycohydrolase inhibition; P18177; TcdB glycohydrolase enzymatic assay, plate reader; inhibition, % at 9.99 µM; 350,000 compounds, 0.24% hits; in the data active = inhibition above about 10%
Y pestis TopoI = inhibitors of Yersinia pestis topoisomerase I. activity, % at 10 µM. 360,000 compounds, 0.064% hits. Y. pestis Topo-I cleavage product accumulation, plate reader; in the data active = activity above about 50%, passing the limit was not always enough; also: inactives centre near 2
MazEF act = MazEF (E. coli) toxin RNase activation; FAM/BHQ RNA-DNA oligo cleavage fluorescence, 5 h; activation, % at 20 µM; 350,000 compounds, 0.32% hits; AID 504720; in the data active = activation above about 50%
VHR inh abs = DUSP3 (human) phosphatase inhibition | P51452 | recombinant VHR phosphatase, pNPP absorbance | inhibition, % at 13.3 µM | 290,000 compounds, 0.52% hits | AID 1654; in the data active = inhibition above about 50%; also: some compounds called inactive have numbers as strong as hits
Rv3671c protease = Rv3671c (M. tuberculosis) protease inhibition. AID 2606. inhibition, % at 5.96 µM. P9WHR9. 320,000 compounds, 0.048% hits; in the data active = inhibition above about 38%;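 also: extracellular domain of Rv3671c used as enzyme; 0% = enzyme with DMSO and 100% = no enzyme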
SARS 3CLpro inh = SARS-CoV 3CLpro protease inhibition | P0C6X7 | AID 1706 | 290,000 compounds, 0.14% hits | recombinant SARS-CoV 3CLpro, quenched FRET peptide cleavage | inhibition, % at 6 µM; in the data active = inhibition above about 12%
SSB-PriA inh = blocks PriA binding to SSB C-terminal tail; AlphaScreen SSBct-PriA binding, biotinylated peptide; inhibition, % at 33 µM; 430,000 compounds, 0.6% hits; in the data active = inhibition mostly above about 37%, no sharp cut-off; inactive = mostly below about 20%;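 also: plate controls were negative control peptide for no effect and reference peptide for full effect; strong numbers were not always called active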
Vc quorum ag = induces V. cholerae light production without autoinducers; 350,000 compounds, 0.16% hits; activation, % at 18.7 µM; AID 588436; V. cholerae BH1578 lux reporter, luminescence, 6 h; in the data active = activation mostly above about 9.7%, no sharp cut-off; also: not every result past the cut was called active; inactives centre near 0; reference of the scale not given here
Starred values were filed as active, the others as inactive; i = inactive; . = no result given; & = joins results of further samples.

SMILES	PrPC TRFRET	CCHFV vOTU inh	TcdB GH inh	Y pestis TopoI	MazEF act	VHR inh abs	Rv3671c protease	SARS 3CLpro inh	SSB-PriA inh	Vc quorum ag
Cc1nc(N2CCN(c3ccccn3)CC2)c2c(C)c(C(=O)Nc3c(F)cc(F)cc3Br)sc2n1	18	-23	-1.0	37	-3	30	-25	-4	-3	-0.4
COCCN1C(=O)c2oc3ccccc3c(=O)c2C1c1ccc(C(=O)OC)cc1 (stereo unspecified)	6	-9	1.0	8	3	24	5	0	-1	-0.4
O=C(CSc1nc2ccccc2o1)Nc1nc2ccc(Br)cc2s1	1	5	.	-15	-7	3	-13	-1	-7	0.0
COC(=O)c1sccc1NC(=O)COc1ccc(F)cc1Cl	-4	-8	0.1	11	-4	57*	0	-7	-9	i
O=C(OCC(=O)N1CCc2ccccc21)c1ccccn1	9	-3	1.0	5	-8	14	1	6	3	-0.4
CC(=O)Oc1ccc(-c2nc(-c3cccnc3)no2)cc1	6	-2	.	-6	1	10	4	8	-15	i
Cc1ccc(C(=O)n2nc(-c3cccnc3)nc2N)cc1	-6	-10	.	-2	5	8	6	6	-20	-0.5
Nc1ccc(-n2cc(-c3ccccc3)[nH]c2=S)cc1	-4	-17	-2.5	6	6	23	3	-7	5	0.6
CCOC(=O)c1c(/N=C/C2C(=O)NC(=O)NC2=O)sc2c1CCC2	-1	-8	-0.8	1	123*	9	-2	5	.	i
O=C(Cn1cnc2cc([N+](=O)[O-])ccc2c1=O)Nc1ccc(Br)cc1	-15	-5	1.5	-5	5	8	-18	8	9	-0.6
Cc1ccccc1Cn1ccc(NC(=O)c2cc3ncc(Br)cn3n2)n1	0	-1	-0.2	-1	4	19	-7	4	-6	0.3
CCn1nc(Cc2cccc3ccccc23)c(C#N)c1N	0	-4	1.8	4	-1	.	-11	.	11	i
CC1CN(C(=O)C2(C)CC2(Cl)Cl)CC(C)O1 (stereo unspecified)	0	-10	.	1	1	15	-12	-1	2	-0.4
CCOC(=O)c1ccoc1CSCC(=O)N1CCN(S(=O)(=O)c2ccc(C)cc2)CC1	-3	-3	.	20	-1	15	-1	-1	-14	3.7
CN(C)c1cccc(NC(=O)c2ccc(-c3ccc(F)c(F)c3)c3ccoc23)c1	2	-3	-4.0	0	.	.	.	.	.	-5.3
COC(=O)C1CCN(C(=O)COC(=O)CNC(=O)c2ccc(Cl)cc2Cl)CC1	0	9	-0.9	-3	-3	.	-3	.	-4	-2.9
O=Cc1cc2c(cc1[B-](F)(F)F)OCO2	0	-4	-1.0	1	-5	.	.	.	-7	i
CC1CCCN(S(=O)(=O)c2cc3c4c(c2)C(C)C(=O)N4CCC3)C1 (stereo unspecified)	2	-21	3.3	6	12	-4	-4	-3	-4	i
COc1ccc(NC(=O)[C@H](C)NC(=O)C2CCN(S(=O)(=O)c3ccc(OC)cc3)CC2)cc1	1	12	-0.5	7	3	20	12	4	-5	-0.5
CCc1nc2ccccc2nc1N1CCN(S(=O)(=O)c2ccccc2)CC1	-4	9	0.6	14	-1	10	-3	1	-2	i
CCC(=O)c1cc(F)c(N2CCN(C(=O)c3ccco3)CC2)cc1C	2	1	0.3	7	7	-2	-3	-5	4	-0.2
COc1ccc2nc(NC(=O)CS(=O)(=O)c3ccc(C)cc3)sc2c1	-5	-5	-0.9	4	10	17	-8	-2	-4	-0.3
Cc1cccc(NC(=O)CCCc2ccccc2)c1C	5	11	0.6	7	10	21	9	-2	-11	-0.3
CNCc1ccccc1Sc1cc(O)ccc1O	-13	30*	.	-16	-3	-8	-6	0	36	-0.2
COc1cc(NS(=O)(=O)c2ccc(N/C=C\C(=O)c3ccc(F)cc3)cc2)nc(OC)n1	3	17	1.7	8	1	12	1	1	-6	-1.4
CCC(=O)Oc1ccc(C2N(C(=O)CC)CCN2S(=O)(=O)c2ccc(C)cc2)cc1OC (stereo unspecified)	-2	3	.	4	2	5	-13	8	5	-6.7
CC(C)CC(N)c1csc(Nc2ncccn2)n1 (stereo unspecified)	42*	-8	0.5	7	.	.	.	.	.	-0.2
COc1ccc(N(C)S(=O)(=O)c2cccc(C(=O)Nc3cccc(C(=O)NC4CC4)c3)c2)cc1	1	-11	0.2	-2	-7	.	-52	.	12	i
Cn1c(=O)[nH]c(=O)c2c1nc(Br)n2CC(O)COCc1ccccc1 (stereo unspecified)	-3	2	.	4	-2	29	7	-1	-11	-1.6
COc1ccc(S(=O)(=O)N2CCC(C(=O)NCc3ccccn3)CC2)cc1OC	1	6	.	-2	-2	-7	11	6	6	i
COc1ccc2nc(SCC(=O)NCC3CCCO3)c(C#N)cc2c1 (stereo unspecified)	-8	-12	-0.4	-7	6	26	-4	1	-3	i
COCCCN(C(=O)c1ccc(-c2ccc(C(C)=O)cc2)o1)c1c(N)n(CC(C)C)c(=O)[nH]c1=O	-16	14	-0.4	-14	10	.	.	.	-14	-1.4
CN1C(=O)C(CC(=O)O)S/C1=N\N=C\c1ccc(O)cc1O (stereo unspecified)	-2	12	4.8	7	5	-15	8	-5	.	-0.4
COc1ccc(C(=O)NCc2nnc(SCC(=O)N3CCc4ccccc43)o2)cc1OC	1	2	.	-7	-1	7	2	3	-10	i
CC(C)(Cc1ccc(O)cc1)NC(=O)CC(=O)N=Nc1c(O)[nH]c2cc(Br)ccc12	-8	9	6.2	4	6	2	-7	-1	6	-0.9
CC(=O)Nc1ccc(NC(=O)C2CCCN2C(=O)Nc2ccccc2[N+](=O)[O-])cc1 (stereo unspecified)	-33	2	-0.5	-2	8	2	-1	4	-5	-0.4
COc1ccc(CCNC(=O)c2cc(S(=O)(=O)N3CCCCC3)ccc2Cl)cc1	4	0	-0.8	-9	1	.	.	.	-2	i
Cc1ccc(C(=O)Nc2ccn(Cc3ccc(F)cc3)n2)o1	3	3	.	1	4	30	-6	2	-1	-0.6
CC1=C(C(=O)N2CCOCC2)C(c2c(C)cc(C)cc2C)NC(=S)N1 (stereo unspecified)	-2	-11	0.3	3	-1	26	-2	-2	-21	2.4
COc1ccccc1NC(=O)CSc1nnc(-c2ccc(C)cc2)o1	1	-7	.	-1	8	10	9	-2	4	-0.3
COCCN(Cc1cc2cc(C)cc(C)c2nc1Cl)C(=O)Nc1ccccc1	-1	5	-0.7	1	5	4	-10	0	-11	2.7
CN1C(=O)/C(=C/c2cccc(Cl)c2)Sc2ccc(C(=O)NCc3cccnc3)cc21	-8	5	0.5	38	17	21	-65	8	-6	i
COc1ccc(N2CCN(S(=O)(=O)CCNC(=O)COc3ccc(Cl)cc3)CC2)cc1	-4	17	1.1	21	7	7	16	-2	-6	-0.4
CC(=O)Nc1ccc2nc(NC(=O)COc3ccc(C)cc3)sc2c1	0	-14	.	8	4	8	-9	1	-3	-0.2
CC1C(=O)N(Cc2cn(CC3CCCCC3)nn2)CCS(=O)(=O)N1Cc1ccc(-c2ccc(Cl)c(Cl)c2)cc1 (stereo unspecified)	-1	4	1.2	12	-1	.	.	.	.	-0.2

Entries shown so far that contain a cyano group:
SMILES	PrPC TRFRET	CCHFV vOTU inh	TcdB GH inh	Y pestis TopoI	MazEF act	VHR inh abs	Rv3671c protease	SARS 3CLpro inh	SSB-PriA inh	Vc quorum ag
CCn1nc(Cc2cccc3ccccc23)c(C#N)c1N	0	-4	1.8	4	-1	.	-11	.	11	i
COc1ccc2nc(SCC(=O)NCC3CCCO3)c(C#N)cc2c1 (stereo unspecified)	-8	-12	-0.4	-7	6	26	-4	1	-3	i

Rewritten as a markdown table: 3 of the compounds above.
| mol | PrPC TRFRET | CCHFV vOTU inh | TcdB GH inh | Y pestis TopoI | MazEF act | VHR inh abs | Rv3671c protease | SARS 3CLpro inh | SSB-PriA inh | Vc quorum ag |
| --- | --- | --- | --- | --- | --- | --- | --- | --- | --- | --- |
| COc1ccc(N2CCN(S(=O)(=O)CCNC(=O)COc3ccc(Cl)cc3)CC2)cc1 | -4 | 17 | 1.1 | 21 | 7 | 7 | 16 | -2 | -6 | -0.4 |
| CC(=O)Nc1ccc2nc(NC(=O)COc3ccc(C)cc3)sc2c1 | 0 | -14 | . | 8 | 4 | 8 | -9 | 1 | -3 | -0.2 |
| CC(C)(Cc1ccc(O)cc1)NC(=O)CC(=O)N=Nc1c(O)[nH]c2cc(Br)ccc12 | -8 | 9 | 6.2 | 4 | 6 | 2 | -7 | -1 | 6 | -0.9 |

Next part.
SMILES	PrPC TRFRET	CCHFV vOTU inh	TcdB GH inh	Y pestis TopoI	MazEF act	VHR inh abs	Rv3671c protease	SARS 3CLpro inh	SSB-PriA inh	Vc quorum ag
O=C(Nc1cccc(-n2cnnn2)c1)c1cnccc1Cl	4	15	0.4	0	-1	20	5	-6	-11	i
COc1ccccc1-c1ocnc1C(=O)N1CCN(C(=O)C(c2ccccc2)c2ccccc2)CC1	-16	13	1.3	8	14	29	-5	-3	-14	-3.1
O=C(NCc1ccco1)C1CCCN1C(=O)Nc1ccccc1[N+](=O)[O-] (stereo unspecified)	-23	18	2.9	-6	9	2	-2	3	-4	i
COc1cccc(C(=O)Nc2nc(-c3ccncc3)cs2)c1	-4	19	1.1	-7	-11	-26	-20	0	9	i
Cn1c(O)c(/C=N/N2CCCCC2)c(=O)[nH]c1=O	0	5	-1.2	-2	7	-8	-3	0	.	-0.2
CCC(C)Nc1nc(Cl)nc(NCCOc2ccccc2)n1 (stereo unspecified)	12	-4	0.9	6	1	-2	3	0	5	-0.4
O=C(COc1ccc(C(=O)c2ccccc2)cc1)Nc1ncccc1O	6	7	1.2	5	-1	-11	5	6	-16	3.6
Cc1oc(-c2ccccc2F)nc1CS(=O)(=O)CC(=O)N1CCc2ccccc21	6	5	-0.1	-5	9	15	-1	4	-6	-0.3
COc1ccc(C2=NOC(Cn3nc(C(=O)NCc4cccc(C(F)(F)F)c4)cc3-c3ccccc3)C2)cc1 (stereo unspecified)	-7	7	0.9	-2	-5	.	-31	.	-9	3.7
CCCCOC(=O)Nc1nnc(/C=C/c2ccc(OC)cc2)s1	7	0	-1.0	53*	-4	0	2	1	-2	-0.4
O=Cc1c[nH]c2ccc(S(=O)(=O)N3CCCCC3)cc12	-3	-1	-0.8	0	11	.	.	.	.	-0.5
COc1cccc(OC)c1C(=O)NC(=S)Nc1ccc(N2CCOCC2)c(Cl)c1	11	1	-0.2	21	1	6	-1	3	-5	-0.2
Cc1ccc2c(c1)c1c(c(=O)n(-c3ccccc3C)c(=O)n1CC(=O)NCC1CCCO1)n2C (stereo unspecified)	-2	-185	1.5	0	7	-1	5	1	-3	-0.3
C[C@@H]1CN([C@H](C)CO)S(=O)(=O)c2ccc(-c3ccc(C(=O)N(C)C)cc3)cc2O[C@H]1CN(C)C(=O)Cc1ccccn1	3	22	-12&-1.1	-5	6	.	.	.	.	-0.1
Cn1c(=NC(=O)C2CC2)sc2cc(F)cc(F)c21	-4	2	1.7	5	10	32	-7	-12	-5&-6	-0.3
O=C(NCCc1ccccc1Cl)C1CCN(S(=O)(=O)c2cccs2)CC1	4	-16	.	7	0	21	-3	-5	-12	i
CCNC(=S)N1CCN(CC(=O)Nc2ccc(OC)cc2)CC1	-2	-7	1.0	7	6	8	1	5	-4	-0.3
CCCC(C)c1nnc(NC(=O)CCS(=O)(=O)Cc2ccccc2)s1 (stereo unspecified)	-4	2	1.1	9	-5	27	1	-5	-14	-0.3
Cc1cc(C)n(-c2nc3c(c(=O)n(C)c(=O)n3C)n2C)n1	4	1	.	-1	5	5	-6	-1	-15	i
COc1ccc(Cn2c(=O)[nH]c3cc(C(=O)N4CCN(c5ccccn5)CC4)ccc3c2=O)cc1	5	-1	0.2	0	6	9	3	-6	2	-0.2
O=C(O)C1C(c2ccccc2)C(C(=O)Oc2ccccc2)C1c1ccccc1 (stereo unspecified)	2	2	.	5	3	2	-2	3	-3	6.2
Cc1cccc(S(=O)(=O)NC(=O)C2(C)CCN2C(=O)Cc2cc(F)ccc2F)c1 (stereo unspecified)	-2	1	-0.3	-1	.	.	.	.	.	-2.6
O=C1CSC(=S)N1CC1CCCO1 (stereo unspecified)	3	-10	.	-7	-7	35	-25	0	-9	i
CCCC(=O)N1c2ccccc2C(N(C(C)=O)c2ccccc2)CC1C (stereo unspecified)	-3	-4	.	-6	-1	17	3	-2	9	-12
CCCCN(C)CCn1c(=S)[nH]c2ccc(N3CCOCC3)cc2c1=O	-13	7	.	1	1	13	-17	4	10	1.7
COc1ccc(N=c2scc(-c3ccc(OC)cc3)n2CCO)cc1	10	-11	.	29	2	22	-8	-4	56	-3.1

A portion of the library (hit frequency here may not be typical).
